# Apaf1 inhib: blocks human Apaf-1 apoptosome activity; 0.71% of 330,000 active; reconstituted apoptosome caspase-3 activity, DEVD-Rh110 fluorescence; O14727; inhibition, % at 20 µM; active = inhibition of at least 40% at 20 µM;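 note: plate controls were DMSO wells for no effect and DEVD-CHO caspase inhibitor wells for full effect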
#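 Material: reconstituted apoptosome with Apaf-1, cytochrome c, caspase-9, procaspase-3, dATP. Technique: Rh110 fluorescence intensity. Buffer or medium: pH 7.5 Hepes buffer with CHAPS, BSA, DTT. Times: 30 min plus 50 min, RT.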
# UBC13 polyUb: blocks human UBC13 polyubiquitin chain formation | P61088 | 0.47% of 330,000 active | inhibition, % at 20 µM | TR-FRET; in the data active = inhibition above about 45%, passing the limit was not always enough
# Target sequence (P61088 whole entry, looked up): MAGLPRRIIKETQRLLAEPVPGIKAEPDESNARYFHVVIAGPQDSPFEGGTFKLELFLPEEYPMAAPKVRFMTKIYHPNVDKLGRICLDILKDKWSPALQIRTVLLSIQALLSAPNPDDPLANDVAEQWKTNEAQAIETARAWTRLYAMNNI
# Gli-Sufu antag: blocks Gli-Sufu signaling in a luciferase reporter | Sufu-KO-LIGHT fibroblasts, Gli luciferase reporter luminescence | inhibition, % at 5 µM | 0.74% of 340,000 active;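 active = inhibition above about 55%, limit read from the data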;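 note: 0% = DMSO-treated cells and 100% = wells with medium but no cells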
# 697 NFkB inh: lowers PMA/ionomycin-induced NF-kB signal in 697 B cells. 697 B-cell NF-kB luciferase reporter, 16 h. inhibition, % at 4 µM. 0.33% of 330,000 active; in the data active = inhibition above about 35%
# CCR6 antag: blocks CCL20-driven beta-arrestin recruitment at human CCR6. P51684. CHO-K1 CCR6 PathHunter beta-arrestin, luminescence, CCL20-stimulated. inhibition, % at 20 µM. 0.49% of 340,000 active. AID 493098;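 active = compounds whose inhibition of the agonist-driven luminescence signal at 20 µM reaches about 50%, limit read from the data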;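 note: cells stimulated with CCL20 at 14 nM final; plate controls were DMSO with CCL20 for no effect and DMSO without agonist for full effect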
# SENP8 block: inhibitors of human SENP8 protease; Q96LD8; purified SENP8, Z-RLRGG-aminoluciferin cleavage, luminescence; inhibition, % at 10 µM; 1.2% of 330,000 active; AID 2540
# Target sequence (Q96LD8 whole entry, looked up): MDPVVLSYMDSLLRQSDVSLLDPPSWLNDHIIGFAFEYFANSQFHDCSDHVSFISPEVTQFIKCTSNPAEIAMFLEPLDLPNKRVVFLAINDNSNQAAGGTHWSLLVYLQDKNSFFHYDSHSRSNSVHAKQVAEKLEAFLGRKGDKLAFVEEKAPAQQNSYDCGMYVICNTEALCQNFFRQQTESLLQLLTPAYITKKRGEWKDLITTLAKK
# EBI2 block: EBI2 (human) antagonism; EBI2 beta-arrestin recruitment, luminescence, 7a,25-OHC stimulated; AID 651636; 0.81% of 360,000 active; P32249; inhibition, % at 5 µM; in the data active = inhibition above about 38%;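 note: enzyme fragment complementation signal reports receptor beta-arrestin coupling in cells; 0% = agonist plus DMSO wells and 100% = wells without agonist; some results beyond the cut were filed as inactive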
# Target sequence (P32249 whole entry, looked up, the tested form may be a part): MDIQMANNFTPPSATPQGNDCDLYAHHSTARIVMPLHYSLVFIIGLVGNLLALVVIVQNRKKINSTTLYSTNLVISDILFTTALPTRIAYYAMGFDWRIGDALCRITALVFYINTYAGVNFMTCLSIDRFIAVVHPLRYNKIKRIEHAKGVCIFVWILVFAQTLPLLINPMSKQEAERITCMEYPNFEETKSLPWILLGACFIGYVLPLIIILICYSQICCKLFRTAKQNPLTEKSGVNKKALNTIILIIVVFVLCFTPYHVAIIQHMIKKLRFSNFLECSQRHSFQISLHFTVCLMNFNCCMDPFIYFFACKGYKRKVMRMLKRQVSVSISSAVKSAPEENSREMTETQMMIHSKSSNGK
# Jurkat NFkB inh: inhibitors of the PMA/ionomycin-induced NF-kB reporter in Jurkat cells | PMA/ionomycin-induced NF-kB luciferase reporter, luminescence | inhibition, % at 4 µM | 0.53% of 330,000 active
# * hit, by the source's call; . = no result given. Cut-off read from the data, not from the text of the source, unless noted: active = inhibition above about 50%; inactive = the rest. These rows are one share of the data, so the mix of outcomes need not match the whole.
# Every second line gives: Apaf1 inhib | UBC13 polyUb | Gli-Sufu antag | 697 NFkB inh | CCR6 antag | SENP8 block | EBI2 block | Jurkat NFkB inh
> COc1ccccc1OCC(=O)NNC(=O)CCCC(=O)NNC(=O)COc1ccccc1OC
  6 | -11 | 5 | -16 | 8 | -5 | -6 | -6
> Cc1cc(F)ccc1NC(=O)c1cnccn1
  -18 | 0 | -5 | 2 | -9 | 5 | 1 | 4
> CN(Cc1cccc(F)c1)CC(O)COCc1ccccc1Cl (stereo unspecified)
  -9 | 5 | 9 | -6 | 9 | -10 | -8 | 1
> O=C(OCC(=O)c1ccc(Cl)cc1Cl)c1cnccn1
  4 | -10 | -7 | 2 | 32 | -10 | -11 | -12
> O=C(CSc1nnc(-c2ccco2)o1)Nc1cccc([N+](=O)[O-])c1
  5 | -6 | -6 | 5 | 1 | 0 | -2 | -9
> Cc1cccc(NC(=O)CCN2CCCC(C)C2)c1 (stereo unspecified)
  0 | -4 | 27 | -17 | 9 | -1 | -10 | -8
> COC(=O)c1cc(=O)n(CCc2ccccc2)c(=Nc2ccc(F)cc2)s1
  24 | 4 | 5 | 4 | 26 | 0 | 36 | 0
> Cc1c(Cl)cccc1NC(=S)N1CCOCC1
  1 | 6 | 1 | 6 | 10 | -1 | -16 | -7
> COc1ccc(C(=O)CSc2nnc(NC(=O)C3CC(=O)N(c4cccc(OC)c4)C3)s2)cc1 (stereo unspecified)
  7 | 6 | -2 | -8 | 14 | -4 | 9 | 5
> O=C(CC1C(=O)OCN1C(=O)OCc1ccccc1)OCC(=O)c1ccccc1 (stereo unspecified)
  5 | -3 | -4 | -1 | 6 | -10 | -8 | -11
> COc1cccc(C=O)c1OC(=O)N1CCOCC1
  9 | 1 | 23 | 0 | 4 | 2 | -4 | -13
> N#Cc1ccc(OCC(=O)NNC(=O)C2CCCCC2)cc1
  1 | 4 | -4 | -8 | 8 | 5 | -6 | 4
> Cc1[nH]c(=O)[nH]c(=O)c1S(=O)(=O)N(CC(C)C)CC(C)C
  6 | -4 | -4 | -13 | 9 | 1 | -11 | -14
> CCOC(=O)CCCCCC(=O)Nc1ccc2c(c1)CC(=O)N([C@@H](C)CO)C[C@H](C)[C@@H](CN(C)C(=O)Nc1ccc3c(c1)OCO3)O2
  16 | -6 | -4 | 5 | 7 | -1 | -8 | 15
> Cc1cccc(N2C(=O)CC(Sc3nc(C)c4c(n3)CCCC4)C2=O)c1 (stereo unspecified)
  7 | -5 | 2 | 11 | 5 | -4 | -2 | 1
> Cc1ccc(OCC(=O)NCCCNC(=O)c2ccncc2)cc1
  4 | 0 | 17 | -10 | 6 | 0 | -9 | -35
> O=C(c1ccc2ccccc2c1)C1CCCN(C(=O)c2cccnc2)C1 (stereo unspecified)
  4 | 0 | 1 | -27 | 7 | -2 | -1 | -5
> Cc1ccc(CN2CCN(/N=C/c3cccnc3)CC2)cc1
  1 | 6 | 0 | -6 | -6 | 7 | -3 | 8
> NNC(=O)c1nn(-c2ccc(Cl)cc2)ccc1=O
  -6 | -4 | 2 | 0 | 10 | -4 | 1 | 8
> Cc1cnc(C(=O)OCC(=O)c2ccc[nH]2)cn1
  5 | -7 | -9 | -9 | 1 | -9 | 5 | -13
> O=C(COC(=O)c1ccc(Cl)c(S(=O)(=O)N2CCCCC2)c1)NCC1CCCCC1
  24 | 3 | 2 | 11 | 17 | -13 | -5 | 4
> CCOC(=O)CC(=O)CSc1nc(C)cc(C)c1C#N
  7 | 10 | -17 | 7 | 6 | 2 | -14 | -8
> CCOC(=O)CNc1c(-c2ccc(O)cc2)nc2ccccn12
  -25 | 12 | -2 | -10 | -7 | -3 | 15 | -16
> CC(C)C/C=C1\CCc2c([nH]c3ccccc23)C1=O
  -23 | -2 | -28 | -66 | 7 | 1 | -1 | -53
> CN1C(=O)/C(=C\C(=O)c2cccs2)c2ccccc21
  2 | 7 | -4 | 1 | 8 | -2 | 29 | 18
> CC(=O)OCC1OC(OCc2cn(C[C@H]3CC[C@H](Cn4cc(COC5OC(COC(C)=O)C(OC(C)=O)C(OC(C)=O)C5OC(C)=O)nn4)O3)nn2)C(OC(C)=O)C(OC(C)=O)C1OC(C)=O (stereo partly specified)
  0 | 0 | -6 | 11 | 3 | 10 | -4 | 14
> Cc1ccc(NS(=O)(=O)c2csc(C(N)=O)c2)cc1C
  4 | 7 | 8 | -9 | 7 | 6 | -9 | -8
> CCC1(C)Cc2c(sc3nc4n(c(=O)c23)CCCS4)CO1 (stereo unspecified)
  3 | -4 | 14 | -19 | 4 | -3 | -4 | -6
> CC(C)(C)c1ccc(-c2nnc(SCCN3C(=O)c4ccccc4C3=O)o2)cc1
  30 | -10 | -2 | -14 | 7 | -4 | 8 | -21
> Cc1nnc(SCC(=O)NCCOc2ccc(Cl)cc2)n1-c1ccccc1
  2 | -1 | 6 | -6 | 25 | -10 | 30 | -21
> CC(=O)Nc1ccc(S(=O)(=O)NC2(C(F)(F)F)C(=O)Nc3c2c(=O)[nH]c(=O)n3Cc2cccnc2)cc1 (stereo unspecified)
  -5 | 0 | -9 | 14 | -3 | 0 | -4 | -3
> Oc1ccc(/C=N/Nc2ncc(Br)cn2)c(O)c1
  6 | -15 | -46 | -101 | 18 | 58* | -9 | -35
> Cc1ccc(Nc2nc(-c3ccncc3)nc3ccccc23)cc1
  5 | -3 | 22 | -3 | 2 | -13 | 25 | -19
> N=C(N=C(N)N)N1CCc2ccccc21
  -16 | 2 | 27 | 11 | -4 | 6 | -2 | 4
> COc1cc(OC)c(OC)cc1CN(C)CCc1ccccn1
  -1 | -4 | . | -8 | 27 | -3 | 1 | 3
> O=C(Nc1ccccc1)N1CCc2c([nH]c3ccccc23)C1C(F)(F)F (stereo unspecified)
  7 | 11 | 3 | 7 | 13 | 6 | 0 | -3
> CCN(CC(=O)Nc1ccc(NC(C)=O)cc1)C(=O)c1cccc2ccccc12
  -1 | 1 | 8 | 13 | 7 | 3 | -10 | 0
> COc1ccc(CCNC(=O)COC(=O)c2cc(S(=O)(=O)N3CCCC3)ccc2O)cc1
  11 | 4 | 4 | 11 | 8 | -13 | -4 | -9
> Fc1ccc(-n2nnc(-c3ccccc3Cl)n2)cc1
  -13 | 3 | 11 | 2 | -2 | -3 | 9 | 6
> COc1cccc(C(=O)Nc2ccc(C(=O)NCC3CCCO3)cc2)c1 (stereo unspecified)
  -22 | 3 | -3 | 3 | 2 | -1 | 3 | 2
> COc1cccc(N2CCN(Cc3cccnc3)CC2)c1
  8 | -4 | -1 | -3 | 1 | -9 | 3 | -7
> COc1ccc(S(=O)(=O)N2CCN(c3nc(C)cc(C)n3)CC2)cc1
  6 | 7 | 0 | 13 | 12 | -1 | -6 | 23
> Cc1cc(=O)[nH]c(SCC(=O)NCCc2ccccc2)n1
  -2 | 3 | -1 | 3 | -2 | -6 | 1 | -2
> Cc1cc(C)c2c(CC(=O)Nc3nccs3)coc2c1
  13 | 4 | -15 | -10 | 10 | -7 | 5 | 10
> CC(Sc1nnc(C(F)(F)F)n1C)C(=O)NC(N)=O (stereo unspecified)
  -9 | -3 | -2 | -1 | -16 | -2 | 2 | 6
> CC(Cc1cccnc1)NC(=O)CCc1nnc(-c2ccccc2)o1 (stereo unspecified)
  4 | -11 | 1 | -8 | 5 | -5 | 12 | -1
> N/N=C/C(=N\Nc1ccc(Cl)cc1)C(=O)c1ccncc1
  -5 | -4 | 9 | 12 | 22 | 4 | 36 | 8
> CCN(CC)C(=O)c1cnn(-c2ccccc2)c1NC(=O)c1cccs1
  -1 | -7 | -16 | -12 | -1 | 0 | 6 | -12
> COc1cc(/C=C/C(=O)O)cc(S(=O)(=O)Nc2ccccc2SC)c1OC
  -8 | -5 | -2 | 6 | 2 | -6 | -2 | 9
> COCCNc1oc(/C=C/c2ccccc2OC)nc1S(=O)(=O)c1ccccc1
  3 | 0 | 9 | -12 | 8 | 1 | 2 | -12
> CS(=O)(=O)N1CCN(c2ccc(NC(=S)NC(=O)c3ccc4c(c3)OCO4)cc2)CC1
  11 | 4 | 21 | -17 | 38 | -7 | 26 | -5
> COc1cc(OC)cc(C(=O)Nc2ccc(S(=O)(=O)N(C)C)cc2)c1
  -14 | 6 | 1 | 3 | 1 | -2 | 4 | 3
> CC(=O)c1cccc(NC(=O)CSc2nnc(-c3cccnc3)o2)c1
  -1 | 7 | 7 | 8 | -1 | -3 | -3 | 11
> O=C(Nc1ccccc1)N(Cc1ccccc1)C1=NCCS1
  -5 | -1 | 7 | -2 | 0 | -7 | 1 | 3
> COC(=O)CNc1nc(C2CC2)nc2c1nnn2Cc1ccccc1Cl
  -2 | 14 | 4 | 6 | 1 | -7 | -4 | -2
> CC(C)CN1CCN(CC#Cc2ccccc2)CC1CCO (stereo unspecified)
  -7 | 2 | 15 | 13 | 0 | 3 | -4 | 10
> C/C=C(\C)C(=O)O[C@H](c1cc2ccc(=O)oc2cc1OC)[C@@H](O)C(C)(C)O
  1 | -24 | -20 | 9 | 2 | -8 | -5 | 3
> COC(=O)[C@@H](NCc1cccc(CN[C@H](C(=O)OC)c2ccccc2)c1)c1ccccc1
  15 | -3 | -6 | -56 | 10 | -2 | -2 | -5
> CCCn1nc(NC(=O)c2ccco2)c2cc3ccccc3nc21
  -13 | 5 | -19 | 0 | 11 | 3 | -16 | 0
> CC(C)c1ccc(NC(=O)C(c2ccccc2)N(C)C(=O)c2cnccn2)cc1 (stereo unspecified)
  -10 | 4 | -4 | 12 | 0 | 6 | -7 | 6

# New compounds follow
# Every second line gives: Apaf1 inhib | UBC13 polyUb | Gli-Sufu antag | 697 NFkB inh | CCR6 antag | SENP8 block | EBI2 block | Jurkat NFkB inh
> O=C(OCc1ccc2c(c1)OCO2)c1ccc(S(=O)(=O)N2CCCC2)cc1
  8 | 7 | -4 | 20 | 15 | 7 | -8 | 21
> CC1CSc2ccccc2NC1=S (stereo unspecified)
  -9 | -2 | 20 | -8 | 4 | -7 | -6 | -3
> COCC(=O)NCCSc1c(C)[nH]c2ccccc12
  4 | 0 | -3 | 12 | 7 | -1 | -2 | 5
> COc1cccc(/C=C2\C(=O)C(=O)c3ccccc32)c1
  9 | -30 | 9 | 7 | 15 | 7 | 1 | 3
> O=C(OCC(=O)N1CCc2ccccc21)c1cc(S(=O)(=O)N2CCOCC2)ccc1F
  3 | -3 | -6 | 15 | -43 | -2 | -4 | 8
> N=c1sccn1CC(=O)Nc1ccc(Cl)c(S(=O)(=O)N2CCOCC2)c1
  -10 | 10 | 4 | 11 | 1 | -6 | -17 | -2

# In the list so far, these contain an aryl thioether with sulfur outside any ring.
# Every second line gives: Apaf1 inhib | UBC13 polyUb | Gli-Sufu antag | 697 NFkB inh | CCR6 antag | SENP8 block | EBI2 block | Jurkat NFkB inh
> O=C(CSc1nnc(-c2ccco2)o1)Nc1cccc([N+](=O)[O-])c1
  5 | -6 | -6 | 5 | 1 | 0 | -2 | -9
> COc1ccc(C(=O)CSc2nnc(NC(=O)C3CC(=O)N(c4cccc(OC)c4)C3)s2)cc1 (stereo unspecified)
  7 | 6 | -2 | -8 | 14 | -4 | 9 | 5
> Cc1cccc(N2C(=O)CC(Sc3nc(C)c4c(n3)CCCC4)C2=O)c1 (stereo unspecified)
  7 | -5 | 2 | 11 | 5 | -4 | -2 | 1
> CCOC(=O)CC(=O)CSc1nc(C)cc(C)c1C#N
  7 | 10 | -17 | 7 | 6 | 2 | -14 | -8
> CC(C)(C)c1ccc(-c2nnc(SCCN3C(=O)c4ccccc4C3=O)o2)cc1
  30 | -10 | -2 | -14 | 7 | -4 | 8 | -21
> Cc1nnc(SCC(=O)NCCOc2ccc(Cl)cc2)n1-c1ccccc1
  2 | -1 | 6 | -6 | 25 | -10 | 30 | -21
> Cc1cc(=O)[nH]c(SCC(=O)NCCc2ccccc2)n1
  -2 | 3 | -1 | 3 | -2 | -6 | 1 | -2
> CC(Sc1nnc(C(F)(F)F)n1C)C(=O)NC(N)=O (stereo unspecified)
  -9 | -3 | -2 | -1 | -16 | -2 | 2 | 6
> COc1cc(/C=C/C(=O)O)cc(S(=O)(=O)Nc2ccccc2SC)c1OC
  -8 | -5 | -2 | 6 | 2 | -6 | -2 | 9
> CC(=O)c1cccc(NC(=O)CSc2nnc(-c3cccnc3)o2)c1
  -1 | 7 | 7 | 8 | -1 | -3 | -3 | 11
> COCC(=O)NCCSc1c(C)[nH]c2ccccc12
  4 | 0 | -3 | 12 | 7 | -1 | -2 | 5

# Source: PubChem (Sanford-Burnham Center for Chemical Genomics)
